Source: PubChem (several laboratories)
MEX-5 binding = MEX-5 zinc finger RNA-binding disruptors – biochemical, C. elegans, fluorescence polarization, MLPCN library, primary screen; Zinc finger protein mex-5 (Caenorhabditis elegans), Q9XUB2; MEX-5/FITC-TCR2 RNA binding; hits give low values; activity score (negative = inhibition of binding), % at 10 µM; 300,000 tested, 0.38% active;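 active = inhibition past about -25% in most replicates, and total fluorescence under double the plate's negative control median, limit read from the data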;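 note: 0% = DMSO and -100% = 5 µM competing unlabeled TCR2 RNA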
GRK2 inh = compounds blocking aptamer binding on GRK2 – biochemical, human GRK2, bead flow cytometry, HTS, primary screen. Beta-adrenergic receptor kinase 1 (Homo sapiens), P25098. 330,000 tested, 0.59% active. inhibition of aptamer binding, % at 10 µM. FAM-aptamer displacement from GRK2;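 active = inhibition of aptamer binding above 40%, roughly 3 SD of noise, on plates passing a quality check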;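 note: median bead fluorescence of bound FAM aptamer so fluorescent compounds give negative values; no value below 0 was filed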
Target sequence (P25098 whole entry, looked up): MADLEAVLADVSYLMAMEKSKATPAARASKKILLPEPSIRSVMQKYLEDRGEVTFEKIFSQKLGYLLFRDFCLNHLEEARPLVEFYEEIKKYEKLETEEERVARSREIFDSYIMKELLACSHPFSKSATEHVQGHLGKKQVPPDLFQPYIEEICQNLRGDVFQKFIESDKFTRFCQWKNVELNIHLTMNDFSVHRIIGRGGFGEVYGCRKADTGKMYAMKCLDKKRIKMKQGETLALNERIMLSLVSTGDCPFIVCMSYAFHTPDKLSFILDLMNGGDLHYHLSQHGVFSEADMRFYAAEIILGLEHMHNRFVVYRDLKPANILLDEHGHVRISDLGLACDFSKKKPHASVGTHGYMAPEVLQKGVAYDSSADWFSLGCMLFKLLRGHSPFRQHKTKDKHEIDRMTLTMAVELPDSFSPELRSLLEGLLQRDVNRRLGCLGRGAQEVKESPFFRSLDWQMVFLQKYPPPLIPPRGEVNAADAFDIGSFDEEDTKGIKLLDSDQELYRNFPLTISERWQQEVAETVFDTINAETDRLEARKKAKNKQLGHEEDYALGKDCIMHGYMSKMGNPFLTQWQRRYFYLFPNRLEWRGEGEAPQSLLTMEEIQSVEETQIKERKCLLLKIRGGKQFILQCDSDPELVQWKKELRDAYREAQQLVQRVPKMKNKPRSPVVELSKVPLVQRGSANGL
PME-1 inh = PME-1 inhibitors via competitive probe labeling, primary screen, biochemical, fluorescence polarization, FP-Rh probe, HTS | recombinant PME-1 | Protein phosphatase methylesterase 1 (Homo sapiens), Q9Y570 | AID 2130, 2009 | inhibition, % at 5.9 µM | 320,000 tested, 0.53% active;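 active = inhibition above the campaign mean of all compounds plus 3 SD, cut at about 26% in these data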;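 note: competitive labeling of PME-1 active site by serine hydrolase directed probe; 0% = PME-1 with DMSO and 100% = wells lacking PME-1 enzyme; inhibitors block probe labeling so polarization falls and inhibition rises; many of its hits are not listed in these tables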
Target sequence (Q9Y570 whole entry, looked up): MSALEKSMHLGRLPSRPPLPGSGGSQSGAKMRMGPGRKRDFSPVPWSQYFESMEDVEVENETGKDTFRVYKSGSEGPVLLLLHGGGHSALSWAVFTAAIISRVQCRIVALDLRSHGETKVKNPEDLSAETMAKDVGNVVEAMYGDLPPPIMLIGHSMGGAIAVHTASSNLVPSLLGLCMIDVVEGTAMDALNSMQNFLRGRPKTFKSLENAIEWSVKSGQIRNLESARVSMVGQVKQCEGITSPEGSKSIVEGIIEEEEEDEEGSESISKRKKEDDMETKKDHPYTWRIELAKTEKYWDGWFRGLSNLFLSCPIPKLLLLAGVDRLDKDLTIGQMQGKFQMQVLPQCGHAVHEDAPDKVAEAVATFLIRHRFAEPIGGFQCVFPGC
GLD-1 RNA inh = GLD-1/TGE RNA complex disruptors, primary screen, biochemical, fluorescence polarization; AID 2280, 2010; 320,000 tested, 0.44% active; inhibition, % at 5.96 µM; purified GLD-1 + fluorescein TGE RNA; Female germline-specific tumor suppressor gld-1 (Caenorhabditis elegans), Q17339;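 active = percent inhibition above a per-plate cutoff, the plate mean of test compounds plus 3 SD, cut at about 30% in these data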;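 note: 0% = DMSO wells with GLD-1 and probe and 100% = wells lacking GLD-1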
Efflux pump mplx = inhibitors of Candida efflux pumps in yeast, primary screen, S. cerevisiae, Nile Red, multiplex; S. cerevisiae Candida pump triplex; inhibition, % at 10 µM; 330,000 tested, 0.44% active; AID 485275, 2010;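 active = plate passing quality check with inhibition over a set limit, or well fluorescence over plate mean plus 4 SD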;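 note: Nile Red retained in pooled yeast measured as flow cytometry median fluorescence; 0% = buffer negative control and 100% = Enniatin B positive control; higher means more Nile Red kept so more efflux inhibition; some compounds called inactive have numbers as strong as hits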
MCL1-BIM inh = inhibitors of MCL1 binding to BIM-BH3, primary screen, biochemical, fluorescence polarization; GST-MCL1 / FITC-Bim-BH3 fluorescence polarization; AID 2057, 2009; inhibition, % at 10.9 µM; 320,000 tested, 0.68% active; Induced myeloid leukemia cell differentiation protein Mcl-1 (Homo sapiens), Q07820;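 active = inhibition above the mean inhibition of all tested compounds plus 3 SD, set per campaign, cut at about 40% in these data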;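 note: 0% = DMSO wells and 100% = unlabeled Bim-BH3 peptide control; higher means more loss of mP so more displacement of Bim peptide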
Bcl-xL primary = inhibitors of human Bcl-xL, primary screen, biochemical, fluorescence polarization, HTS | Bcl-2-like protein 1 (Homo sapiens), Q07817 | GST-Bcl-xL / FITC-Bim BH3 peptide fluorescence polarization | inhibition, % at 10.9 µM | 320,000 tested, 0.7% active;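 active = inhibition above the mean of all tested compounds plus 3 SD, cutoff set per campaign, cut at about 30% in these data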;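 note: 0% = DMSO wells and 100% = unlabeled Bim-BH3 peptide competitor; inhibitors lower millipolarization by displacing the labeled peptide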
Fam108B inh = mouse Fam108B serine hydrolase inhibitors, primary screen, counter-screen for RBBP9 inhibitor project, biochemical, fluorescence polarization; 300,000 tested, 0.33% active; recombinant Fam108B, FP-Rh probe fluorescence polarization; inhibition, % at 9.51 µM;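 active = inhibition above the screen mean inhibition plus 3 SD, computed separately per campaign, cut at about 18% in these data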;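 note: inhibitors lower polarization as less probe binds the enzyme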
VLA-4 inh = inhibition in human VLA-4 binding assay, primary screen, VLA-4 allosteric modulator project, MLPCN library, flow cytometry, VLA-4 expressing cells; ligand binding flow cytometry; 330,000 tested, 0.2% active; AID 2557, 2010; inhibition, % (about 7 µM as worked out from the volumes in the protocol); in the data active = inhibition above about 50%
Starred values were filed as active, the others as inactive; · = no result given. This is a subset (hit frequency here may not be typical).

cpd	molecule	MEX-5 binding	GRK2 inh	PME-1 inh	GLD-1 RNA inh	Efflux pump mplx	MCL1-BIM inh	Bcl-xL primary	Fam108B inh	VLA-4 inh
1	O=C(Cn1ncc2c3ccccc3n(Cc3ccccc3F)c2c1=O)NCC1CCCO1 (stereo not given)	-0.6	5	-5	3	-0.1	-3	3	0	4
2	CCCn1c(SCC(=O)Nc2cccc(S(=O)(=O)N3CCCC3)c2)n[nH]c1=O	-1.5	2	3	7	0.0	-2	-8	-7	9
3	Cc1ccc(-c2nc(COC(=O)c3c(C)noc3C)cs2)cc1	0.1	0	5	1	0.1	-12	-7	-1	7
4	CCOC(=O)c1cccc(-c2c(-c3ccccc3)ncc3cc(OC)c(OC)cc23)c1	·	0	1	2	0.0	-1	-3	·	6
5	Cc1ccc(NC(=O)COc2ccccc2)cc1Cl	-1.2	1	-5	6	0.0	1	2	1	11
6	S=c1[nH]nc(C2CCCCC2)n1/N=C/c1ccc(Br)s1	1.3	6	6	3	0.1	-15	-1	2	1
7	Nc1nnc(SCC(=O)NC2CCCCC2)n1-c1ccccc1	1.5	2	-4	-3	0.1	1	0	-1	-5
8	CC1CCCC(NC(=O)COC(=O)c2sc3ccccc3c2Cl)C1C (stereo not given)	1.3	2	-6	5	-0.3	-14	-3	-1	3
9	CCOc1ccc(-n2c(C)cc(/C=C3/C(=N)N4C(=NC3=O)SN=C4S(C)(=O)=O)c2C)cc1	-13	1	-6	-10	0.1	5	7	-10	1
10	O=C(NCc1ccco1)C1(c2ccc(Br)cc2)CCCC1	0.9	0	3	8	0.0	-1	2	1	28
11	COc1ccc(CN(C)CC(=O)N(C)CC(=O)Nc2ccccc2Br)cc1F	·	0	-2	-1	0.0	-5	1	·	3
12	CC(NS(=O)(=O)c1ccc2c(c1)C(C)(C)C(=O)N2C)c1ccccc1 (stereo not given)	2.0	0	-3	3	0.3	6	15	-2	3
13	C/C(=N\NC(=O)c1c(Cl)cnn1C)c1cccc(NC(=O)c2ccc(C)cc2)c1	1.0	1	-1	-1	0.0	0	3	-2	9
14	Cc1ccc(S(=O)(=O)NCCSc2ncccn2)cc1	-1.6	2	3	-3	0.1	-2	4	-1	13
15	Cc1cc(OC(=O)c2ccc(Cl)cc2Cl)c([N+](=O)[O-])c(=O)[nH]1	2.1	0	-2	1	-0.1	3	2	-1	0
16	Cc1ccc(S(=O)(=O)Nc2ccnc3ccccc23)cc1	-0.5	4	1	0	0.3	5	1	3	6
17	Cc1ccc(C2=NS(=O)(=O)N(C)C(C(=O)Nc3cc(C)n(CC(=O)N4CCCCC4)n3)=C2)cc1	-2.7	0	-8	-4	0.0	6	7	4	25
18	CN(C)c1ccc(/C=C2\C(=N)N3C(=NC2=O)Sc2cc(S(C)(=O)=O)ccc23)cc1	0.3	0	-1	-88	0.2	-84	-58	2	-20
19	COc1ccc(Cl)cc1S(=O)(=O)N1CCN=C1Cc1ccccc1	0.8	0	8	0	0.1	-2	2	0	-12
20	CSc1nc(NS(=O)(=O)c2cc(Br)ccc2Br)cc(=O)[nH]1	-0.8	4	5	4	0.0	1	-1	0	7
21	O=C(CCNC(=O)c1ccc([N+](=O)[O-])cc1)Nc1ccc(Cl)c(S(=O)(=O)N2CCOCC2)c1	·	1	9	11	0.3	-18	-7	·	7
22	O=c1cc(O)nc(-c2ccccc2)s1	-1.6	2	-5	0	0.0	20	9	1	-2
23	CCCCC(CCC(=O)Nc1nccs1)C(=O)O (stereo not given)	-1.1	0	-2	-1	0.0	8	9	6	8
24	CCCN(CCC)c1nc2ccccc2nc1C(C#N)C(=O)OCCOC (stereo not given)	-5.6	7	-5	1	-0.1	-16	-1	4	2
25	COc1ccc(CCC(=O)NNC(=O)Cn2nc(C)cc2C)cc1	2.3	0	-2	1	5.5*	-7	3	3	15
26	CCCCCCCCCOC(=O)C[n+]1csc(CCO)c1C	0.2	0	-1	9	0.0	5	5	-3	8
27	O=C(COC(=O)c1ncc(Cl)c(Cl)c1Cl)NNC(=O)c1ccccc1	1.5	1	-5	0	0.0	6	6	-1	32
28	CCOc1ncccc1C(=O)OCC(=O)Nc1ccc(S(=O)(=O)N2CCCC2)cc1	·	0	3	9	0.3	-20	-15	·	-4
29	O=C(COC(=O)CCC(=O)c1ccc(F)cc1)Nc1nnc(-c2ccccc2)o1	1.0	0	3	0	0.0	1	3	1	2
30	CC(N=Cc1cccc(O)c1O)c1ccccc1 (stereo not given)	-2.7	3	18	15	0.1	66*	33*	12	4
31	COCCn1c(=O)[nH]c(=O)c2c1nc(-c1ccc(-c3ccc(Cl)cc3[N+](=O)[O-])o1)n2Cc1ccccc1	-1.9	4	15	17	-0.1	28	30	17	8
32	CCOc1ccc(/C=N/NC(=O)c2cc(-c3ccco3)nc3ccccc23)cc1	-2.7	0	-14	-1	0.1	-2	-5	-11	-2
33	NS(=O)(=O)c1ccc(CNC(=O)c2sccc2-c2ccccc2)cc1	2.6	0	0	7	-0.2	1	3	0	-10
34	CC(CCc1ccccc1)NC(=O)CN1C(=O)NC2(CCCCC2)C1=O (stereo not given)	0.7	0	-4	13	-0.2	-3	6	4	5
35	CC1CCN(c2cc(N3CCOCC3)c([N+](=O)[O-])cc2F)CC1	-0.5	0	1	2	-0.1	-1	7	-5	3
36	CCn1ccnc1[C@@H]1C[C@H]2CN(Cc3ccccc3OC)C(=O)[C@]23CCCN13	2.1	0	1	7	0.1	-3	-6	3	4
37	COc1ccc(-c2csc(NC(=S)NC(=O)c3ccc(S(=O)(=O)N(C)C)cc3)n2)cc1OC	2.6	3	-4	0	-0.2	1	6	-5	-6
38	O=C(COc1ccccc1[N+](=O)[O-])Nc1ccccc1N1CCCC1	0.3	0	4	7	0.1	9	2	2	-1
39	Cc1cccc(NC(=O)Cc2nnc(NC(=O)Nc3ccccc3F)s2)c1	-3.1	0	-5	3	0.1	6	5	-3	-8
40	C=CCN(CC(=O)NCC1CCCO1)C(=O)CCC(=O)Nc1cc(C)on1 (stereo not given)	-3.6	0	-2	-2	0.1	-9	-5	-4	-4
41	COc1ccc(CCNC(=O)CCS(=O)(=O)c2ccc(C)cc2)cc1OC	-1.2	0	-5	2	-0.2	0	-2	1	-2
42	COc1cccc(CSc2nnnn2-c2ccc(O)cc2)c1	-0.7	3	-5	4	0.3	-4	-2	-2	9
43	CCOC(=O)N1CCC(NC(=O)c2ccc3c(c2)N(C)C(=O)/C(=C/c2cccc(OC)c2)S3)CC1	-2.7	0	-2	6	0.2	4	4	-6	18
44	COc1ccc(CN2CCC(n3nccc3NC(=O)C3CC3)CC2)cc1O	-0.5	0	4	7	0.1	6	-1	4	-3
45	COc1ccc(N(CC(=O)NCc2ccc(F)cc2)C(=O)CCC(=O)Nc2ccccn2)cc1	1.9	0	10	5	0.1	8	5	-4	3
46	COC(=O)c1ccccc1NC(=O)c1cc(C2CC2)on1	-1.0	2	1	-4	0.3	-3	3	4	-14
47	C=CCN(c1ccc(C(=O)Nc2cccc([N+](=O)[O-])c2)cc1)S(C)(=O)=O	0.1	3	-4	-8	0.1	4	1	-3	18
48	Cc1ccc(N(C(=O)c2csnn2)C(C(=O)NCc2ccccc2)c2cccnc2)cc1 (stereo not given)	2.0	0	4	-1	0.0	2	4	1	4
49	COc1ccc(-c2[nH]ncc2CN(C)CCN2CCOCC2)cc1F	0.3	1	-3	2	0.3	6	6	5	12
50	CN(Cc1cccs1)C(=O)Cc1csc(-c2ccccc2)n1	1.4	1	-2	-2	0.0	6	5	-5	-12

(list continues)
cpd	molecule	MEX-5 binding	GRK2 inh	PME-1 inh	GLD-1 RNA inh	Efflux pump mplx	MCL1-BIM inh	Bcl-xL primary	Fam108B inh	VLA-4 inh
51	Cc1ccc2c(c1)nnn2C1CCN(CC(=O)NCCc2nc3ccccc3[nH]2)CC1	-0.2	0	7	9	0.1	3	-1	2	6
52	Cc1ccc(C2c3[nH]c4ccccc4c3C[C@H]3C(=O)N(c4ccccc4C(=O)NCCCN4CCOCC4)C(=O)N23)cc1 (stereo not given in full)	0.7	1	-3	3	0.1	4	9	0	25
53	O=C(O)C1CC(=O)N(CCc2ccccc2)C1 (stereo not given)	-1.2	2	-3	4	-0.1	4	9	9	-13
54	COc1ccc(-c2noc(CCC(=O)NCCCN3CCC(Cc4ccccc4)CC3)n2)cc1	1.8	0	-15	-3	0.0	-1	4	-3	17
55	CC(C)N1CCC(N2CCN(Cc3cc(F)ccc3-n3cccn3)CC2CCO)CC1 (stereo not given)	3.0	0	-4	4	1.3	11	-2	-1	-1
56	CC(=O)c1cc(CN2CCN(C3CCN(C(C)C)CC3)C(CCO)C2)cs1 (stereo not given)	2.1	0	-3	4	-0.1	4	7	-4	-11
57	C/C(=N\NC(=O)c1cc(-c2ccccn2)nc2ccccc12)c1cccc([N+](=O)[O-])c1	1.1	0	-3	-7	-0.5	8	6	5	21
58	Cc1cc(=O)n2nc(N3CCCC(C(=O)N4CCOCC4)C3)sc2n1 (stereo not given)	·	5	-4	-4	0.1	1	13	4	3
59	COC1CCN(Cc2c(C(=O)N3CCc4ccccc4C3)nc3ccc(Cl)cn23)CC1	-3.0	3	5	3	0.2	7	6	4	0
60	COc1ccc(CNC(=O)c2ccc(NC(=O)C3CCCO3)cc2)cc1 (stereo not given)	0.2	3	1	15	-0.1	7	7	3	-2
61	CCOc1ccc2ccccc2c1/C=N/NC(=O)CNC(=O)c1ccccc1F	3.1	0	12	5	0.5	4	-3	-6	-5
62	COc1cc(/C=N/Nc2nc(N3CCCC3)nc(N3CCCC3)n2)ccc1O	0.2	0	8	4	0.0	1	-1	8	0
63	Cc1ccc(NC(=O)CSc2nnc(COc3ccc(C#N)cc3)n2-c2ccccc2)cc1C	·	3	-11	1	-0.1	-2	-1	-3	6
64	CC(C)(O)c1ccc2c(c1)CCC1C(C)(C(=O)O)CCCC21C (stereo not given)	-2.6	0	5	5	-0.2	9	6	1	17
65	Cc1ccc(CN2CCN(Cc3ccc(OC(C)C)cc3)CC2CCO)o1 (stereo not given)	1.0	2	2	6	0.1	11	7	3	7
66	Cc1ccc(C(C)C)c(OCCNC(=S)Nc2cccc3ccccc23)c1	1.8	2	-5	7	-0.1	8	3	-6	-5
67	CCOC(=O)CC1=NC(=O)CS1	0.3	0	-7	2	0.1	5	3	1	0
68	O=C(C1CCN(S(=O)(=O)c2cccc3nsnc23)CC1)N1CCCc2ccccc21	1.1	2	7	-4	-0.1	-7	0	-1	2
69	CC(C)C(NS(=O)(=O)c1cccc(C(F)(F)F)c1)C(=O)O (stereo not given)	1.8	0	1	4	0.1	-1	0	1	-4
